# High-throughput results from PubChem.
# AMA1 RON2 block = disrupts binding of P. falciparum AMA1 to RON2. AlphaScreen AMA1-biotinylated RON2 peptide binding. Potency, µM (doses to about 58.2 µM), for the others: at the highest dose activity change, negative = inhibition, actives largely listed as inhibitors. 0.2% of 360,000 active;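 further: potency means the concentration at half of the fitted maximal effect; 0% = vehicle wells and -100% = peptide control; nearly all actives have a fitted effect of over 45% in size; some results filed as inactive show a strong effect at the top dose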
#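 AMA1 (3D7) with his tag at 25 nM final met compounds first, then biotinylated RON2 peptide at 25 nM; detection used donor plus acceptor beads, 10 µg/mL apiece, read by AlphaScreen after 30 min at room temperature.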
# Shiga toxin inh = blocks Shiga toxin action in Vero cells | Vero cells, Shiga toxin protein synthesis inhibition reporter | inhibition, % at 38.7 µM | 9.2% of 290,000 active | AID 2315; in the data active means inhibition mostly above about 28%, no sharp cut-off; inactive means mostly below about 43%; further: 0% is about no effect
# Giardia FBPA inh = Giardia lamblia aldolase inhibition; purified Giardia FBPA; A8B2U2; Potency, µM (titrated, usually from 59.6 µM), inactives show at the highest dose activity, negative = inhibition, actives largely listed as inhibitors; AID 2451; 0.71% of 290,000 active; further: potency means the concentration at half of the fitted maximal effect; on the % scale 0 is the no-effect control and ±100 the full control effect; nearly all actives have a fitted effect of over 55% in size
# Target sequence (A8B2U2 whole entry, looked up): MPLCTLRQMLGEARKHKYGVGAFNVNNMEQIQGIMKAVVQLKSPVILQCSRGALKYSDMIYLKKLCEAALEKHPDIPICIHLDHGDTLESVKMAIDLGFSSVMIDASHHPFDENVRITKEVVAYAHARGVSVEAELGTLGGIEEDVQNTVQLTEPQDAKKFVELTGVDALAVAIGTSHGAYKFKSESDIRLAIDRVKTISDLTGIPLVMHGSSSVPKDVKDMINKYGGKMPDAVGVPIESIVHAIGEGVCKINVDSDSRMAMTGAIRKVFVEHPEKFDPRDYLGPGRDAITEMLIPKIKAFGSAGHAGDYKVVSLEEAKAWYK
#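 40 nM FBPA preincubated 10 min at RT with compound (up to 57.5 uM final), then substrate plus GAPDH/TPI/NAD/arsenate coupling and diaphorase/resazurin added. Fluorescence read after 20 min at RT, 525/598 nm.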
# AmpC no deterg = inhibitors of E. coli AmpC beta-lactamase without detergent; Potency, µM (top dose mostly 57.1 µM), for the others: at the top dose activity change, negative = inhibition, hits mostly inhibitors; 0.52% of 330,000 active; AmpC nitrocefin hydrolysis, absorbance 480 nm, 0.0001% Triton;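 further: potency means the concentration at half of the fitted maximal effect; plate controls were no compound for no effect and no enzyme for full effect; nearly all actives have a fitted effect of over 20% in size; some results filed as inactive show a strong effect at the top dose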
# Target sequence (P00811 whole entry, looked up): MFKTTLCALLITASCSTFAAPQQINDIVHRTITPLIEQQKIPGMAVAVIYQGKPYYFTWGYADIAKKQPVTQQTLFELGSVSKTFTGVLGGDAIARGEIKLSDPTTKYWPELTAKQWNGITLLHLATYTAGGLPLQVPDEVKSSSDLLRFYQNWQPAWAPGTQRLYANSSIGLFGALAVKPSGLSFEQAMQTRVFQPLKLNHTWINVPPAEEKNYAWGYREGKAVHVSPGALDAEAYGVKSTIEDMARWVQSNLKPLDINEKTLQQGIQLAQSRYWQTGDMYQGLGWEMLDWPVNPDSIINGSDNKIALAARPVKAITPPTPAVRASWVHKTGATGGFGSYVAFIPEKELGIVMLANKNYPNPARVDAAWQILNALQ
#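 AmpC (5.3 nM in the dispensed reagent) in 20 mM phosphate pH 7.0 with 0.01% (detergent screen) or 0.0001% Triton X-100 was preincubated with compounds for 15 min at room temperature. Nitrocefin was then added from an 800 uM solution, and hydrolysis was followed at 480 nm.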
# HCMV inh = human cytomegalovirus inhibition | HFF cells, HCMV-luciferase reporter, 72 h; hits give low values | activity change, negative = inhibition, % at 57.5 µM | 4.5% of 410,000 active; in the data active means activity change below about -60%; inconclusive means no clear call, values can overlap the other calls; inactive means above about -39%; further: on the % scale 0 is the no-effect control and ±100 the full control effect
#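 HFF cells seeded 16 h at 37C, treated with compounds, infected with luciferase-reporter HCMV at MOI 1 PFU/cell; luciferase read at 72 h post infection, normalized to buffer-only and Salinomycin controls.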
# Cycloheximide cs = counter-screen hit for Shiga toxin inhibitors, cycloheximide. cell reporter, cycloheximide protein synthesis inhibition counterscreen. max response, %. 12% of 300,000 active; in the data active means max response mostly above about 13%, no sharp cut-off; inactive means mostly below about 14%; further: read at 38.3 µM for the half of the compounds with a filed dose; 0% is about no effect
# AmpC detergent = AmpC beta-lactamase inhibition with detergent present; P00811; AmpC hydrolysis of nitrocefin, absorbance 480 nm, 0.01% Triton; Potency, µM (titrated, usually from 114 µM), for inactives: top-dose activity change, negative = inhibition, most hits filed as inhibitors; 0.041% of 370,000 active;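 further: potency means the concentration at half of the fitted maximal effect; 0% = no-compound wells and -100% = no-enzyme wells; nearly all actives have a fitted effect of over 25% in size; some results filed as inactive show a strong effect at the top dose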
#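 AmpC (5.3 nM in the dispensed reagent) in 20 mM phosphate pH 7.0 with 0.01% (detergent screen) or 0.0001% Triton X-100 was preincubated with compounds for 15 min at room temperature. Nitrocefin was then added from an 800 uM solution, and hydrolysis was followed at 480 nm.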
# Active calls of the source: *; ? = inconclusive; . = no result given; & = joins results of further samples; ! = a repeat was not active; [ ] = another dose, or the depositor's remark. Unless noted, the call rests on the fitted dose curve; in most records, active means well fitted curve in the direction sought with a large enough effect; inconclusive means small, poorly fitted or top-dose-only effect, or another doubt; inactive means no such curve, though single readings can be large; an effect the other way counts as inactive or inconclusive.
SMILES,AMA1 RON2 block,Shiga toxin inh,Giardia FBPA inh,AmpC no deterg,HCMV inh,Cycloheximide cs,AmpC detergent
CCCN(CCC)CCCNc1ccc2nnc(-c3ccc(F)cc3)n2n1,7%,-2,10%,?,-22,-2,7%
COC1=CCC2([N+](=O)[O-])CN(C)CC1([N+](=O)[O-])C2 (stereo unspecified),-2%,10,-6%,-10%,-16,0,-7%
Cc1cc(NC(=O)Nc2ccc(N(C)C)cc2)c2cc(F)cc(F)c2n1,.,34*,-4%&-23%,.,.,28*,.
Cc1ccc(NC(=O)CSc2nnc(C3CCCCC3)n2N)cc1F,1%,17,3%,31%,26,10,?
O=C(Nc1nnc(-c2ccccc2)s1)c1ccccc1F,1%,59*,-29%,-17%,71,74*,-18%
Oc1ccc(/C=N\Nc2nncc(-c3ccccc3)n2)cc1,91%[activator],51*,3%,5%,-66*,23*,-4%
COC(=O)CN1C(=O)Nc2ccc(Cl)cc2C1c1ccccc1 (stereo unspecified),14%,-6,1%,3%,-7,-4,-4%
CCOc1ccc2nc(NC(=O)Cc3cccs3)sc2c1,-4%,84*,-1%,-47%,.,40*,-3%
Cc1ccc(N(CC(O)CON=C2c3ccccc3-c3ccccc32)S(C)(=O)=O)cc1 (stereo unspecified),-2%,-1,4%,.,-24,-1,-4%
Cc1ccccc1-c1nc(CS(=O)CC(=O)N2CCC3(CC2)OCCO3)c(C)o1 (stereo unspecified),-1%,36,5%,110%[activator],-12,5,12%

# Part of the list above with just AmpC no deterg.
smiles | AmpC no deterg
Oc1ccc(/C=N\Nc2nncc(-c3ccccc3)n2)cc1 | 5%
COC(=O)CN1C(=O)Nc2ccc(Cl)cc2C1c1ccccc1 (stereo unspecified) | 3%

# Going on with the list.
SMILES,AMA1 RON2 block,Shiga toxin inh,Giardia FBPA inh,AmpC no deterg,HCMV inh,Cycloheximide cs,AmpC detergent
COc1cccc(CSc2nccn2C)c1,17%,4,?,-18%,20,13,-4%
CCOC(=O)C1=C(C)N(CCCCCC(=O)O)C(=O)NC1c1ccccc1Cl (stereo unspecified),4%,17,?,18%,-15,-3,2%
CCCCNC(=S)N/N=C/c1ccc(OCC(=O)Nc2c(C)cc(C)cc2C)c(OC)c1,8%,-17,4%,-8%,?,6,-10%
c1csc(CNCc2ccncc2)c1,-2%,45,-19%,-1%,8,-3,0%
Cc1cccc(NC(=O)COc2nsnc2N2CCOCC2)c1,25%,43,5%,-11%,47,21,-1%
CCCCC(=O)C1CCN(Cc2ccccc2)CC1,7%,11,9%,-15%,14,-2,?
O=C1C2C(C(=O)N1/N=C/c1ccc(N3CCCCC3)o1)C1C=CC2C12CC2 (stereo unspecified),8%,17,?,60%[activator],3,8,2%
CCC(C)NS(=O)(=O)c1ccc(NC(C)=O)cc1 (stereo unspecified),-2%,1,12%,-8%,30,-2,6%
CCN(CC)c1ccc(S(=O)(=O)N2CCOCC2)cc1NC(=O)CSc1nncn1C,10%,.,.,9%,-21,.,-6%
CCOc1cc(N2CCOCC2)c(OCC)cc1NC(=O)COc1ccc2ccc(=O)oc2c1,.,-5,-4%,-15%,.,-3,-19%
O=C(Nc1ccc2c(c1)CCC2)c1cccc(S(=O)(=O)N2CCN(c3ccccc3)CC2)c1,15%,-2,1%,-23%,-15,-1,-6%
O=C(COCC(=O)N/N=C/c1ccc(F)cc1)N/N=C/c1ccc(F)cc1,-4%,10,3%,-11%,-31,1,1%
CN(C)CCNc1c2c(nc3ccccc13)CCC2,6%,-8,-4%,-6%,-36,-2,-7%
O=C(NC1CCCCC1)C(c1ccncc1)N(C(=O)c1csnn1)c1cccc(F)c1 (stereo unspecified),16%,-5,.,-14%,55,-4,4%
Cc1ccc(C(=O)CSC2=C(C#N)C(c3ccco3)C3=C(CC(C)(C)CC3=O)N2)cc1 (stereo unspecified),0%,-12,-13%,-29%,-68*,-5,2%
COc1ccccc1NC(=O)NCC1CC1(Cl)Cl (stereo unspecified),19%,-1,3%,-15%,-29,-1,?
C=CCn1c(COc2ccc(F)cc2)nnc1SCC(=O)Nc1cccc(S(N)(=O)=O)c1,-17%,9,-4%,-27%,6,-3,2%
Cc1cc(NC(=O)COc2cccnc2[N+](=O)[O-])no1,-1%,14,-2%,-17%,-19,8,2%
Cc1onc(-c2c(F)cccc2Cl)c1C(=O)N1CCSCC1,-1%,15,0%,-10%,22,-2,-4%
Cc1ccccc1NC(=O)CN(C)S(=O)(=O)c1ccc(-c2ccc(=O)[nH]n2)s1,11%,-10,.,8%,-35,6,-7%
S=C(NCc1ccccc1)NCc1cccc(Cl)c1,-3%,-4,.,-50%,?,13,-2%
O=C(Nc1cc(S(=O)(=O)N2CCOCC2)ccc1N1CCCCC1)c1ccccc1Br,8%,.,.,55%,-15,.,.
Cn1c(N)c(C(=O)NCc2ccccc2Cl)sc1=S,-2%,-12,4%,-28%,5,-1,-5%
CCOC(=O)C1(Cc2ccc(O)cc2)NC(c2ccco2)C2C(=O)N(c3ccccc3F)C(=O)C21 (stereo unspecified),26%,-9,2%,-20%,48,1,-4%
O=C(Nc1nccs1)c1ccc2c(c1)OCO2,-3%,65*,-9%,-17%,65,20*,1%
COCCNC(=O)/C(C#N)=c1\s/c(=C\c2ccccc2OC(F)F)c(=O)n1Cc1ccccc1,.,-9,1%,-18%,.,-2,-1%
OC1(c2cccc(C(F)(F)F)c2)CCN(c2ncnc3c2[nH]c2ccc(F)cc23)CC1,-4%,15,-11%,.,-87*,5,16%
O=C(CCCN1C(=O)C(c2ccccc2)Oc2cccnc21)NCc1ccccc1Cl (stereo unspecified),9%,-7,7%,-2%,25,6,1%
COc1ccc(C(=O)OCC(=O)N2C(C)CCCC2C)cc1S(=O)(=O)N1CCOCC1 (stereo unspecified),3%,.,.,47%,48,.,.
CN(C)C(CNC(=O)c1cc2ccccc2o1)c1ccco1 (stereo unspecified),4%,.,.,-17%,-18,.,.
COc1ccc(-c2c(C)nn(Cc3ccccc3)c2N)cc1,-14%,-3,-13%,-22%,-38,-3,-1%
CCc1nc(SCc2ccccc2C)n[nH]1,2%,44,?,0%,16,21*,-12%
CCOC(=O)c1c(NC(=O)CN2CCCc3ccccc32)sc(C)c1CC,0%,19,2%,-30%,-20,6,?
Cc1ccc(C(=O)OC(C)CN2CCOCC2)cc1 (stereo unspecified),3%,40,-10%,21%,-35,17,-1%
COc1ccc(C)cc1NC(=O)COC(=O)c1ccc2c(c1)OCO2,5%,.,.,-13%,0,.,8%
Cc1nnc(SCC(=O)NC2CCCC2)n1-c1ccccc1,-4%,.,.,-22%,3,.,2%
Cc1ccc(-c2n[nH]c(=S)n2/N=C/c2cccn2C)cc1,63%[activator],-5,.,-37%,?,1,-1%
COc1ccccc1CNc1ccc2nnc(CCNC(=O)c3ccc(C)cc3)n2n1,-4%,17,0%,66%[activator],152,-7,5%
CCSc1nnc(NC(=O)CSC2=NCCS2)s1,7%,23,-8%,-28%,-23,6,3%
CCC(=O)Nc1c(C)c(CC)nc2ccccc12,6%,-10,1%,-12%,16,1,-7%
COc1cc(C=O)ccc1OCCCOc1ccccc1C(=O)O,5%,-27,.,-22%,26,-8,-4%
S=c1[nH]nc(Nc2ccccc2)s1,44%[activator],-14,-19%,-12%,-7,1,-5%
CCOC(=O)C1CCN(C(=O)CCn2c(=O)[nH]c3ccsc3c2=O)CC1,-1%,-4,3%,-12%,4,0,-14%
O=C(CSc1nc2[nH]c(=O)cc(O)c2s1)NCCc1ccccc1,17%,.,.,-15%,2,.,0%
CC(C)NC(=O)CN(C(=O)CCC(=O)Nc1ccccn1)c1ccc(F)c(Cl)c1,-1%,12,0%,-20%,-3,13,?
CC(=O)C1CCCN(C(=O)c2ccc3nc(Cc4cccc(Cl)c4)oc3c2)C1 (stereo unspecified),-5%,17,.,98%[activator],18,13*,7%
Cc1ccc(C2=CC(=O)CC(C)(C)C2)cc1,40%[activator],.,.,-16%,1,.,2%
CCCN(CCC)CCCNC(=O)c1cn(CC)c2ccc(S(=O)(=O)N(C)C3CCCCC3)cc2c1=O,0%,-11,-11%,78%[activator],-82*!,-4,-9%&6%
O=C(Nc1nc(-c2ccccn2)cs1)c1ccc(Br)s1,59%[activator],-4,?,-16%,-99*,10,0%
CN(C)c1ccc(C2CC(c3ccccc3)=Nc3nc(-c4ccccc4)cn32)cc1 (stereo unspecified),.,12,-5%,-31%,.,31*,?

# (list continues)
SMILES,AMA1 RON2 block,Shiga toxin inh,Giardia FBPA inh,AmpC no deterg,HCMV inh,Cycloheximide cs,AmpC detergent
Cc1nc(C)c(C(=O)C2=C(O)C(=O)N(CCN3CCOCC3)C2c2ccco2)s1 (stereo unspecified),4%,-3,-13%,-9%,30,-2,?
O=c1[nH]c(N2CCc3ccccc32)nc2c1CCCC2,1%,1,-14%,-31%,-15,0,0%
O=C(NCCCn1ccnc1)C(=O)Nc1ccccc1,-4%,28,1%,-7%,50,16*,1%
COc1ccccc1CN(C)C(=O)C(c1ccccc1)c1ccccc1,-5%,-6,-2%,-11%,-8,1,-4%
O=C(CCC(=O)NC12CC3CC(CC(C3)C1)C2)NC1CCCCC1,0%,-7,10%,0%,15,1,-2%
O=C(Cc1ccc(F)cc1)N1CCOCC1,-13%,-8,7%,-7%,-7,2,-12%
O=C(CSCc1ccc(F)cc1)Nc1ccc(N2CCOCC2)cc1N1CCOCC1,4%,.,.,-6%,2,.,6%
CC(=O)C1=C(O)C(=O)N(CCC(=O)O)C1c1cccc(F)c1 (stereo unspecified),-2%,32,4%,-25%,17,16,-11%
COc1ccccc1-n1cnc2sc(-c3ccccc3)cc2c1=O,11%,71,-1%,-18%,80,25,-1%
O=C(c1cccs1)N1CCN(C2CCN(Cc3ccccc3)CC2)CC1,24%,3,3%,-9%,7,-1,1%

# Structures from the list above containing a COOH group (three):
SMILES,AMA1 RON2 block,Shiga toxin inh,Giardia FBPA inh,AmpC no deterg,HCMV inh,Cycloheximide cs,AmpC detergent
CCOC(=O)C1=C(C)N(CCCCCC(=O)O)C(=O)NC1c1ccccc1Cl (stereo unspecified),4%,17,?,18%,-15,-3,2%
COc1cc(C=O)ccc1OCCCOc1ccccc1C(=O)O,5%,-27,.,-22%,26,-8,-4%
CC(=O)C1=C(O)C(=O)N(CCC(=O)O)C1c1cccc(F)c1 (stereo unspecified),-2%,32,4%,-25%,17,16,-11%

# (listing goes on)
SMILES,AMA1 RON2 block,Shiga toxin inh,Giardia FBPA inh,AmpC no deterg,HCMV inh,Cycloheximide cs,AmpC detergent
C=CCn1c(=O)c(C(C)=O)cn(N(C)c2ncc(C(F)(F)F)cc2Cl)c1=O,0%,13,-2%,67%[activator],0,2,-10%
O=C(NCC1CCCO1)c1cccc(N2CCCC2=O)c1 (stereo unspecified),-9%,11,0%,-5%,1,-1,-2%
O=C(COC(=O)c1cc([N+](=O)[O-])ccc1N1CCOCC1)NCc1ccc(Cl)cc1Cl,-19%,8,.,-2%,-7,-1,-7%
O=S(=O)(/N=C(/Nc1ccccc1F)c1ccccc1)c1ccccc1,-1%,2,2%,-6%,-20,2,-3%
